High-throughput results from PubChem BioAssay.
A549 viability: Nrf2 qHTS screen for inhibitors: counterscreen for cytotoxicity | Potency, µM (titrated, usually from 46 µM), inactives show top-dose activity change, negative = cytotoxicity, most hits filed as inhibitors | 390,000 tested, 0.16% active | AID 504648, 2011 | A549 ARE-Fluc cells, CellTiter-Fluor viability, 18-24 h; further: on the % scale 0 is the no-effect control and ±100 the full control effect
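Cytotoxicity counterscreen: CellTiter-Fluor fluorescence was measured in A549 ARE_Fluc cells after 18-24 h of compound exposure in a concentration series. The subsequent BugLite luminescent read reports ARE-luciferase activity.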
S2 tox: Viability Counterscreen for Primary qHTS for Inhibitors of ATXN expression. AID 651635, 2014. 400,000 tested, 0.49% active. Potency, µM (titrated, usually from 56.7 µM), actives largely listed as cytotoxic. S2 cells (HEK-293 line with an ATXN2-luciferase reporter) viability, CellTiter-Fluor protease fluorescence, 24 h; further: nearly all actives have a fitted effect of over 40% in size
EPAC2 antagonist: qHTS for Antagonist of cAMP-regulated guanine nucleotide exchange factor 2 (EPAC2): primary screen; Rap guanine nucleotide exchange factor 4 (Homo sapiens), Q8WZA2; EPAC2 GEF exchange of Rap1B-BODIPY-GDP, fluorescence; Potency, µM (top dose mostly 114 µM), for inactives: at the top dose activity, negative = inhibition, most hits filed as inhibitors; 360,000 tested, 0.18% active; AID 720708, 2013; further: on the % scale 0 is the no-effect control and ±100 the full control effect; nearly all actives have a fitted effect of over 45% in size; many of its hits are not listed in these tables
Target sequence (Q8WZA2 whole entry, looked up): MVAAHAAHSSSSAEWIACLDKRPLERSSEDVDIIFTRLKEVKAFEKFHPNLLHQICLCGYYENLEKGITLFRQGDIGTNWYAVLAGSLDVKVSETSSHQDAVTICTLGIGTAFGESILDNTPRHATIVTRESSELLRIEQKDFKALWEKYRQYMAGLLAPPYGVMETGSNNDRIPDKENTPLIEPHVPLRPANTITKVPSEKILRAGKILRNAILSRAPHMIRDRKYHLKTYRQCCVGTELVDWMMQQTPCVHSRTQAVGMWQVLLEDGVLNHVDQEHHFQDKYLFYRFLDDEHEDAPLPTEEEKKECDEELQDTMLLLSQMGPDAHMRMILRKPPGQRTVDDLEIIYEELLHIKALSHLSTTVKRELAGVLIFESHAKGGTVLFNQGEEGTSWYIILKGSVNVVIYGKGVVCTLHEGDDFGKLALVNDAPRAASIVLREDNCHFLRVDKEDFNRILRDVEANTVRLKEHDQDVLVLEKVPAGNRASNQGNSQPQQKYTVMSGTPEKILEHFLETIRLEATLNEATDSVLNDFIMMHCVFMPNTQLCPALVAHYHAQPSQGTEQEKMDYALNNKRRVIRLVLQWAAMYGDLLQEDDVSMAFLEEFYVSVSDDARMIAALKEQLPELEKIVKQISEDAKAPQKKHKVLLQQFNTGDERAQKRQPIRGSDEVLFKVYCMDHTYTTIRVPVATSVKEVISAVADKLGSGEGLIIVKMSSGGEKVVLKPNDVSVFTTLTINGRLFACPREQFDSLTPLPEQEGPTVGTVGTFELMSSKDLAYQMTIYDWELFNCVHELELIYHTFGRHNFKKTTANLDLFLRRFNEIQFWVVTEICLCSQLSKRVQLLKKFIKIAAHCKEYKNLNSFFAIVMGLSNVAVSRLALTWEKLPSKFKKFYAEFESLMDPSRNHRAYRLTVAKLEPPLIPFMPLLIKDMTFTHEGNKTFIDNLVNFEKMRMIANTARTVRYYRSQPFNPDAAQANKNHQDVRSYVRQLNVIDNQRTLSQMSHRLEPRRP
MCF10A rerep: A quantitative high throughput screen for small molecules that induce DNA re-replication in MCF 10a normal breast cells. MCF 10A DNA re-replication, Hoechst nuclear intensity, 48 h. Potency, µM (top dose mostly 46.1 µM), for inactives: at the highest dose activity, positive = re-replication, hits mostly activators. 350,000 tested, 2.9% active; further: % of control where 0% means no effect; nearly all actives have a fitted effect of over 50% in size
TGFb SMAD3 inh: qHTS for Inhibitors of TGF-b. HepG2 CAGA-GFP TGF-b/SMAD3 reporter, GFP fluorescence, 18 h; TGF-beta stimulated, 500 pg/mL final. Potency, µM (titrated, usually from 46.1 µM), without a hit: at the top dose activity, negative = inhibition, most hits filed as inhibitors. 410,000 tested, 1.2% active; further: on the % scale 0 is the no-effect control and ±100 the full control effect; nearly all actives have a fitted effect of over 65% in size
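Using HEPG2 CAGA-GFP reporter cells at 1000 cells/well, we pinned test compounds, stimulated with recombinant TGF-beta (500 pg/mL final) and measured total well GFP after 18 h.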
Nrf2 ARE act: qHTS of Nrf2 Activators; Potency, µM (highest dose often 46.1 µM), for inactives: at the highest dose activation, usual class: activators; AID 624171, 2012; 410,000 tested, 0.31% active; AREc32 ARE-luciferase reporter (MCF7-derived line), luminescence, 24 h; further: % of control where 0% means no effect; nearly all actives have a fitted effect of over 65% in size
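Reporter line AREc32 (ARE-Fluc), seeded overnight in OPTI-MEM with 5% FBS; compound pin-transferred, 24 hr at 37 deg C, 5% CO2; luminescent read-out.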
Nrf2 block: Nrf2 qHTS screen for inhibitors | 360,000 tested, 2.1% active | A549 ARE-Fluc reporter, luciferase luminescence, 18-24 h | Potency, µM (series often up to 46 µM), inactives show at the highest dose activity change, negative = inhibition, most hits filed as inhibitors; further: on the % scale 0 is the no-effect control and ±100 the full control effect; nearly all actives have a fitted effect of over 60% in size
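Two sequential reads on A549 ARE_Fluc cells exposed to compound for 18-24 h: a CellTiter-Fluor fluorescence read for viability, then a luciferase luminescence read for Nrf2/ARE activity.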
HepG2 viability: qHTS for Inhibitors of TGF-b: Cytotox Counterscreen. 410,000 tested, 0.76% active. Potency, µM (doses to about 46.1 µM), inactives show at the highest dose activity change, negative = cytotoxicity, actives largely listed as cytotoxic. AID 588856, 2011. HepG2 CAGA-GFP viability, ATP luminescence, 18 h; further: some results filed as inactive show a strong effect at the top dose
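HepG2 CAGA-GFP cells (1000/well, DMEM with 1% FBS) received compound, then TGF-beta at 500 pg/mL final, and were incubated 18 hours at 37 degrees C. Viability was read by CellTiter-Glo luminescence. Media-only wells were set as complete cell-killing and DMSO as no toxicity.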
ATXN2 expr inh: Primary qHTS for Inhibitors of ATXN expression. HEK-293 ATXN2-luciferase reporter, luminescence, 24 h. Potency, µM (titrated, usually from 57 µM), inactives show at the top dose activity change, negative = inhibition, most hits filed as inhibitors. 360,000 tested, 0.72% active. AID 1745845, 2022; further: on the % scale 0 is the no-effect control and ±100 the full control effect; nearly all actives have a fitted effect of over 55% in size
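qHTS (up to 57 uM final) was run with 24 h compound exposure of reporter cells at 37 °C. Each well was multiplexed: SteadyGlo luminescence measured ATXN2-luciferase expression after a fluorogenic Gly-Phe-AFC viability readout (25 uM final).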
An asterisk follows results filed as active; i = inactive; u = inconclusive; x = not tested or not shown; & = joins results of further samples; [ ] = remark or other dose. The call rests on the fitted dose curve; in most records, active means well fitted curve in the direction sought with a large enough effect; inconclusive means small, poorly fitted or top-dose-only effect, or another doubt; inactive means no such curve, though single readings can be large; an effect the other way counts as inactive or inconclusive. Potency means the concentration at half of the fitted maximal effect.

Values run as follows: A549 viability, S2 tox, EPAC2 antagonist, MCF10A rerep, TGFb SMAD3 inh, Nrf2 ARE act, Nrf2 block, HepG2 viability, ATXN2 expr inh
C[C@H](NC(=O)c1ccco1)C(=O)Nc1ccc(S(=O)(=O)N2CCCC2)cc1
    3%, i, 5%, 4%, 12%, -0.1%, 7%, -32%, -2%
CN1CCN(S(=O)(=O)c2ccc(NC(=O)C3CCCCC3)cc2)CC1
    -2%, i, -1%, 0%, -3%, 0.0%, -8%, -8%, 2%
O=C(Cc1sc(-c2ccccc2Cl)nc1-c1ccccc1)Nc1ccccc1
    -4%, i, 2%, u, 6%, 2.7%, -12%, -49%, -5%
N#C/C(=C\c1ccc(Sc2ccc(Cl)cc2)o1)c1nc2ccccc2[nH]1
    -19%, i, 36%[activator], 15µM*, 5%, 10%, u, -31%, 2%
Cc1ccc(S(=O)(=O)Cn2nnnc2CN2CCOCC2)cc1
    -1%, i, 0%, -6%, 3%, -0.2%, -4%, -20%, 5%
COC(=O)CCC(=O)NC1CC(C)(C)Cc2c1cnn2-c1ccccc1 (centres undefined)
    0%, i, -3%, -10%, -24%, -0.8%, 1%, -39%, -12%
O=C(Cc1ccccc1)NN1C(=O)C2C3C=CC(C3)C2C1=O (centres undefined)
    -6%, i, 1%, -2%, 9%, -0.6%, 22%, -23%, -6%
O=C(O)c1ccc2c(c1)ncn2C1CCCCC1
    1%, i, -1%, u, -7%, -0.2%, u, 1%, 3%
Cc1ccc2c(c1)C=CC(C#N)N2C(=O)c1ccccc1 (centres undefined)
    u, i, u, u, -20%, 0.7%, 17%, -18%, -36%[11.3 µM]
O=C(CSc1nnc(NC(=O)c2cccc(Cl)c2)s1)NCC1CCCO1 (centres undefined)
    -4%, u, 11%, 3%, 5%, u, 4%, -25%, 9%
CCOC(=O)C1CCCN(S(=O)(=O)c2cn(C)c(=O)n(C)c2=O)C1 (centres undefined)
    -10%, i, 5%, -1%, -1%, -0.5%, -7%, 0%, 0%
Cc1c(=O)n(OCc2ccccc2F)c2ccccc2[n+]1[O-]
    9%, i, 0%, 18%, 4%, 43%, 16%, -11%, -11%
Cc1ccc(OCCNS(=O)(=O)c2ccc(N3CCCC3=O)cc2)cc1C
    7%, i, -16%, 20%, u, 0.3%, u, -1%, -27%
O=S(=O)(c1cccc2nonc12)N1CCN(c2cccc(Cl)c2)CC1
    -4%, i, 2%, 3%, 0%, -0.1%, x, -1%, -9%
CC(C)CN(C(=O)COC(=O)CNC(=O)c1ccccc1F)c1c(N)n(Cc2ccccc2)c(=O)[nH]c1=O
    0%, i, -12%, 5%, 1%, 0.1%, 17%, 0%, 8%
Cc1ccc2c(CC(=O)Nc3c(C(=O)c4ccc(C)c(F)c4)oc4ccccc34)coc2c1
    -2%, i, x, x, 3%, 3.6%, 11%, -16%, 10%
Nc1c(C(=O)OCC(=O)Nc2ccc(OC(F)F)cc2)[nH]c(=O)[nH]c1=O
    -2%, i, 25%, 5%, 3%, -0.7%, 2%, -19%, x
Cc1cc(/C=N/Nc2ccc([N+](=O)[O-])cn2)c(C)n1-c1ccccc1
    u, u, 1%, -2%, -2%, 4.3%, 10%, -16%, 21%
O=[N+]([O-])c1ccc(NCCNc2ccc([N+](=O)[O-])cc2)cc1
    -8%, i, 2%, -5%, 8%, -0.5%, -2%, -1%, -8%
O=C(O)c1ccc2c(ccc3nn(-c4ccc(/C=C/c5ccc(-n6nc7ccc8cc(C(=O)O)ccc8c7n6)cc5[S+](=O)([O-])[O-])c([S+](=O)([O-])[O-])c4)nc32)c1
    u, x, x, x, -2%, x, 0%, 4%, x
Cn1c(CN2CCOCC2)nnc1SCC(=O)Nc1cccc(C(F)(F)F)c1
    0%, i, -2%, 2%, 14%, 0.0%, -21%, 5%, 2%
CCC(C)[C@H]1CN=C(N)N1CCc1cccc(F)c1 (some centres undefined)
    -3%, i, 11%, -1%, u, 0.3%, 9%, 3%, 0%
Cc1ccc(/C=C(\C#N)C(=O)NC(C)C)o1
    -1%, i, 4%, -1%, -1%, -0.1%, -18%, -9%, -4%[11.3 µM]
O=C(c1ccccc1)N1CCSC1=S
    -11%, i, 2%, u, -2%, -0.4%, u, -5%, -1%
COc1cc2c(C(=O)NCCN(C)C)cn(CC(C)C)c(=O)c2cc1OC
    0%, i, -3%, 2%, -24%, 0.0%, 9%, -4%, 5%
N/C(=N\OC(=O)C1CCCCC1)c1cccnc1
    10%, i, -11%, -23%, 7%, 2.1%, x, -28%, 41%[activator]
Cn1nc(C(=O)N2CCN(S(=O)(=O)/C=C/c3ccccc3)CC2)c2ccccc2c1=O
    7%, i, -8%, -8%, -2%, -1.2%, -4%, 2%, -16%
Cc1ccc(N(CC(=O)NCc2ccc3c(c2)OCO3)S(C)(=O)=O)cc1
    5%, i, -3%, 2%, -8%, 2.3%, 12%, 0%, 18%
Cc1ccc(C(=O)Nc2cccc(C(=O)NCc3ccccc3)c2)cc1
    -12%, i, 7%, u, -12%, 0.8%, -30%, -18%, 11%
COCCn1c(SCC(=O)Nc2nc(C)c(Cl)cc2Cl)nc2ccccc21
    -4%, u, 2%, 17%, -2%, 2.3%, -11%, -16%, -4%
CCOC(=O)c1ccc(S(=O)(=O)N2CCC(C(=O)O)CC2)cc1
    -3%, i, 24%[57.1 µM], -1%, 5%, 0.4%, -3%, -3%, 4%
COc1ccc(-c2csc(NC(=O)C3CC(=O)N(Cc4ccccc4)C3)n2)cc1OC (centres undefined)
    -8%, i, -8%, u, 0%, 2.6%, u, -2%, -13%
COc1ccccc1Nc1ccc(NS(=O)(=O)c2ccc(C(C)=O)cc2)cc1
    4%, i, -6%, 3%, 0%, 7.1%, u, 4%, 0%
c1ccc(CCNc2ncnc3nc[nH]c23)cc1
    -11%, i, 0%, 3%, -25%&9%, 0.8%, x, 0%&-12%, 41%[activator]
ClCc1csc(-c2ccccc2Cl)n1
    -4%, i, -3%, -4%, -3%, 2.9%, -6%, 0%, -18%[11.3 µM]
COc1ccc(-c2csc(C(NC(C)=O)c3cccc(F)c3)n2)cc1 (centres undefined)
    x, i, -8%, x, 19%, 0.3%, x, -11%, -18%
Cc1ccc(/C=C/c2onc(C)c2S(=O)(=O)N2CCC(C(=O)N3CCN(C)CC3)CC2)cc1
    -17%, i, -3%, u, -11%, 7.7%, -22%, -7%, -28%
CCCCCCSc1ccc([C@H]2N[C@@](C)(C(=O)OC)[C@H]3C(=O)N(C)C(=O)[C@@H]23)cc1
    0%, u, -18%, u, u, -0.8%, 26µM*, -27%, u
O=S(=O)(Nc1cccc(S(=O)(=O)N2CCCC2)c1)c1cccc(Br)c1
    0%, i, -15%, u, -1%, 0.1%, -4%, 4%, -12%
CC(C)C(C)(C#N)NC(=O)CSc1ncnc2sc(-c3ccccc3)cc12 (centres undefined)
    -5%, i, 3%, 14%, -9%, 4.9%, u, -12%, -36%
CCOc1ccc(NC(=O)N(CCN2CCOCC2)Cc2ccc3c(c2)CCCN3CC)cc1
    -19%, i, -3%, 7%, u, -0.5%, 3%, -23%, -3%
O=C(NCCN1CCOCC1)c1cccc2c1C(=O)c1ccc(N3CCCC3)cc1S2(=O)=O
    u, i, 2%, -12%, -4%, 0.3%, -4%, -3%, 5%
Cc1ccc(NC2=NC(c3ccccc3)n3c(nc(C)cc3=O)N2)cc1 (centres undefined)
    -1%, i, 15%, 0%, 2%, 1.9%, 13%, -4%, 4%
CN(CC(=O)NCCN1CCOCC1)S(=O)(=O)c1ccc(Cl)cc1
    5%, i, -10%, u, -10%, -0.1%, u, -13%, -8%
COc1cc(C(=S)N2CCOCC2)ccc1OS(=O)(=O)c1ccc(Cl)cc1
    12%, i, -8%, 0%, 1%, 1.9%, -15%, 1%, -13%
COc1ccc(-c2nc3c4ccccc4n(CC(=O)Nc4ccc(C(C)C)cc4)c(=O)n3n2)cc1
    1%, i, x, x, -8%, 3.8%, x, -3%, 25%
OC(CCN1CCCCC1)(c1ccccc1)c1ccccc1
    -9%, i, 2%, 2%&-20%&4%, 5%, -1.2%, 1%, -1%, 2%&-13%
O=C(O)[C@H](Cc1ccccc1)N1C(=O)c2ccncc2C1=O
    -9%, i, -3%, -3%, 6%, -0.3%, x, 0%, 1%
Cc1csc(NC(=O)c2ccccc2C(=O)O)n1
    -26%, x, -1%, -1%, -1%, 0.1%, -10%, -15%, x
CCN(C(=O)CSc1nnnn1C)C1CCCCC1
    3%, i, 0%, 0%, 13%, -0.1%, -6%, 4%, -5%
COc1ccccc1Nc1nc(N)nc(CSc2nc(C)cc(C)n2)n1
    -7%, i, 4%, 4%, 1%, -0.4%, -28%, -3%, 0%
O=C1C(O)=CC(=C(c2ccccc2)c2ccccc2)c2ccccc21
    -13%, u, u, u, u, u, -9%, -13%, 0%
COc1ccc(NC(=O)N2CCCn3nc(C)cc32)cc1OC
    -1%, i, x, x, -3%, 0.2%, 22%, 2%, 5%
CCOC(=O)CSc1ccc(S(=O)(=O)N(CC)CC)cc1[N+](=O)[O-]
    0%, i, -6%, 3%, -1%, -1.1%, -12%, -1%, 7%[11.3 µM]
O=C(NCc1cccc(C(F)(F)F)c1)C1CC(c2c(Cl)cccc2Cl)=NO1 (centres undefined)
    1%, u, -23%, u, u, -1.3%, 6%, -8%, -30%

Four compounds already listed, sorted by the value under EPAC2 antagonist, falling:
SMILES	EPAC2 antagonist	TGFb SMAD3 inh
OC(CCN1CCCCC1)(c1ccccc1)c1ccccc1	2%	5%
COc1ccc(-c2csc(NC(=O)C3CC(=O)N(Cc4ccccc4)C3)n2)cc1OC (centres undefined)	-8%	0%
O=S(=O)(Nc1cccc(S(=O)(=O)N2CCCC2)c1)c1cccc(Br)c1	-15%	-1%
O=C(NCc1cccc(C(F)(F)F)c1)C1CC(c2c(Cl)cccc2Cl)=NO1 (centres undefined)	-23%	u

This is a subset. The share of hits here may be higher or lower than overall.
